PAX8 inh HTS: inhibitors of PAX8 transcriptional activity in RMG-I cells. AID 652154. RMG-I TPO-luciferase reporter, SteadyGlo, 24 h. inhibition, % at 12.6 µM. 360,000 compounds, 1.2% hits;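 active = mean replicate inhibition at least 60% with every replicate also reaching 60%; inconclusive = only one of the two criteria is met; inactive = mean below 60% and not all replicates reaching 60%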;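 also: luciferase light reporting Pax8 driven TPO promoter activity; plate controls were median of neutral control wells for no effect and mitoxantrone controls for full effect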
CFTR F508del cor: correctors of CFTR F508del function in bronchial epithelial cells; CFBE cells, YFP halide quenching; stimulated with forskolin plus potentiator P3; % fluorescence drop versus neutral controls; activity (quench increase), % at 7.58 µM; 350,000 compounds, 0.36% hits; AID 720511;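 active = mean added fluorescence quench of at least 8% versus neutral control, with both replicates also reaching 8%; inconclusive = only one of the mean or replicate conditions met; inactive = mean below 8% and not both replicates reaching 8%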;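 also: cells transiently co-express mutant CFTR-F508del with the halide-sensitive YFP; corrector assay measuring rescue of mutant channel to the surface after 24 h compound exposure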
EWS-Fli block: EWS/Fli transcriptional activity inhibition. A673 NR0B1-luciferase reporter, viability-normalised. 350,000 compounds, 0.67% hits. inhibition, % at 12.6 µM;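 active = mean inhibition of at least 50% after viability correction, with every replicate also passing that limit; inconclusive = mean reaches 50% but only one of two replicates passes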;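 also: firefly luciferase signal divided by Alamar Blue viability fluorescence both relative to DMSO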
ARNT TACC3 PPI: disrupts binding between human ARNT and TACC3 | 390,000 compounds, 0.66% hits | AlphaScreen His-ARNT PAS-B/GST-TACC3 binding, luminescence; TACC3 fragment carries E629A point mutation | inhibition, % at 9.99 µM;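 active = mean inhibition of replicates at least 50% and at least half of replicates each reaching 50%; inconclusive = half or more replicates reach 50% but mean below 50%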;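 also: 0% = complete ARNT plus TACC3 wells and 100% = ARNT alone without TACC3; many hits fall short of the cut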
Xi reactivation: activators of X-chromosome reactivation in mouse fibroblasts; XiGFP mouse fibroblasts, % GFP-positive cells imaging, 3 d; cells co-treated with 5-aza-dC sensitizer; scaled so ellipticine positive control = 100%; activation, % at 7.58 µM; 360,000 compounds, 0.055% hits; AID 743238;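 active = mean normalized replicate activation at least 10% and every replicate at or above 10%; inconclusive = only one of the two criteria met; inactive = mean below 10% and not all replicates reach 10%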;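 also: 0% = median of on-plate neutral control wells and 100% = ellipticine 6 µM median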
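Assay system – SV40-immortalized XiGFP fibroblast cells, line 68-5-11 · Buffer or medium – DMEM supplemented with 5-aza-dC as sensitizing agent · Dosing – one concentration, pinned · Benchmarks – positive control ellipticine, 6 µM final · Times – 3 days compound exposure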
ERp5 block: inhibitors of human ERp5 | 350,000 compounds, 0.05% hits | AID 651711 | ERp5 insulin aggregation, absorbance 650 nm, 90 min | inhibition, % at 9.99 µM;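 active = mean replicate inhibition above about 25%, with every replicate also reaching it, limit read from the data, passing the limit was not always enough; inconclusive = only one of those two criteria met; inactive = neither criterion met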
Target sequence (Q15084 whole entry, looked up): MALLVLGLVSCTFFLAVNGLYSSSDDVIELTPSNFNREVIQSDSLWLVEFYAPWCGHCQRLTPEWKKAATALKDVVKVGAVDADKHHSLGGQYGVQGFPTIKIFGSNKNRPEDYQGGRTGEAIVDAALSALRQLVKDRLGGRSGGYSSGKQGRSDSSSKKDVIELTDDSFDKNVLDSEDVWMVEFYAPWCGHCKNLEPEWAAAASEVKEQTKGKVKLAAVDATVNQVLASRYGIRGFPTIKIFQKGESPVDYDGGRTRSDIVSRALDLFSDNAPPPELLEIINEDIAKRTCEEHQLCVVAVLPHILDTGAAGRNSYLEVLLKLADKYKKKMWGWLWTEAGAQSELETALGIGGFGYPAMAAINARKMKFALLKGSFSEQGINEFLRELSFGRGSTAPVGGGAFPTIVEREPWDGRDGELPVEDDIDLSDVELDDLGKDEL
INS-1E GSIS act: GLuc luminescence reporter in INS-1E cells, primary screen for activators of glucose-dependent secretion of insulin; activation, % at 16.6 µM; 370,000 compounds, 0.61% hits; INS-1E GLuc reporter insulin secretion, 2-3 h;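 active = lowest replicate activation of at least 40%, so every replicate reaches that level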;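 also: 0% = median of neutral control wells and 100% = median of IBMX positive control wells; some compounds called inactive have numbers as strong as hits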
DENV2 CPE rescue: inhibitors of DENV2 cytopathic effect; DENV2-infected cells, cytopathic effect rescue, plate reader; CPE inhibition, % at 9.99 µM; 350,000 compounds, 1.7% hits; in the data active = CPE inhibition above about 20%, passing the limit was not always enough; inconclusive = no clear call, values can overlap the other calls; tested in BHK-21 cells;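 also: 0% = median of neutral control wells and 100% = median of positive control wells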
* = called active by the depositor; ? = inconclusive; . = no result given.

SMILES	PAX8 inh HTS	CFTR F508del cor	EWS-Fli block	ARNT TACC3 PPI	Xi reactivation	ERp5 block	INS-1E GSIS act	DENV2 CPE rescue
CCc1nnc(NC(=O)CSc2sc3c(O)cc(=O)[nH]c3c2C#N)s1	3	-0.4	8	19	0.1	3	1	-3
CC(C)NC(=O)Nc1ccc2c(c1)C(=O)N([C@@H](C)CO)C[C@@H](C)[C@H](CN(C)S(C)(=O)=O)OCCCC[C@@H](C)O2	2	-3.3	-7	9	0.2	0	27	4
Nc1ccn([C@@H]2O[C@H](CN=C3NS(=O)(=O)c4ccccc43)[C@@H](O)[C@H]2O)c(=O)n1	-7	-3.6	6	.	0.2	1	-3	-9
COc1ccc2nc(CNC(=O)C3CCC(=O)N(CCc4ccccc4)C3)[nH]c2c1 (stereo not drawn)	3	-1.4	-3	6	0.1	2	8	1
CO[C@H]1CN(C)C(=O)c2ccc(NS(=O)(=O)c3ccccc3C)cc2OC[C@@H](C)NC[C@@H]1C	.	-0.8	-7	-1	0.2	-4	12	-3
CC(C)(C)[C@@H]1COC(=O)[C@H](Cc2ccc(F)cc2)CC/C=C\C[C@@H](CC(=O)N(CCO)Cc2ccccc2)C(=O)N1	24	-0.5	2	.	0.0	-4	-63	18
COc1ccc(NC(=O)N(C)C[C@@H]2Oc3ccc(NS(=O)(=O)c4ccc(F)cc4)cc3CC(=O)N([C@H](C)CO)C[C@H]2C)cc1	.	0.2	4	.	-1.2	4	23	5
O=c1oc2ccccc2c(NCc2ccc(Cl)cc2)c1[N+](=O)[O-]	-6	-1.6	5	3	0.0	4	-23	-10
COCCNS(=O)(=O)c1cc(C(=O)O)ccc1OC	-2	0.4	-1	-6	0.0	2	3	-1
COc1ccc(S(=O)(=O)Nc2ccc3c(c2)CC(=O)N([C@@H](C)CO)C[C@H](C)[C@H](CN(C)CC2CCCCC2)O3)cc1	.	2.6	47	-7	0.0	2	-6	3
CCCCN1CNC(=S)N(Cc2ccccc2)C1	19	.	5	-5	0.1	7	-6	5
Cn1cc(SCC(=O)NCc2ccc3c(c2)OCO3)c2ccccc21	19	0.5	-5	-1	0.0	-9	-11	5
CC(C)NC(=O)C1(C)CCCN1Cc1csc2ccccc12 (stereo not drawn)	-1	-1.5	-5	.	0.0	-1	.	-7
Cc1ccc(C(=O)Nc2c(N)nc(SCC(=O)NCC3CCCO3)[nH]c2=O)cc1 (stereo not drawn)	-16	1.5	-16	-4	0.1	4	-17	-3
S=c1[nH]nc([C@@H]2C[C@H]2c2ccccc2)n1-c1ccccc1Cl	35	1.2	16	-1	0.1	2	4	6
O=C(CC(F)(F)F)N1C[C@H]2[C@@H](c3ccccc31)[C@@H](CO)N2C(=O)C1CCCCC1	-3	-0.3	2	5	-0.1	-4	9	13
COCCOC(=O)N1C(=O)[C@@]2(c3cc(C#Cc4ccc(OC)cc4)ccc31)[C@H](C(=O)N1CCN(c3ncccn3)CC1)[C@H]1C(=O)O[C@H](c3ccccc3)[C@H](c3ccccc3)N1[C@@H]2c1ccc(OCCO)cc1	10	-4.3	-7	8	.	3	.	5
C[C@@H]1CN([C@H](C)CO)C(=O)c2cc(NC(=O)Nc3ccc4c(c3)OCO4)ccc2O[C@@H]1CN(C)C(=O)Nc1ccc2c(c1)OCO2	17	-2.9	1	1	0.0	1	-4	-15
CCCNC(=O)N1C[C@H](O)COC[C@@H]2O[C@H](CC(=O)NCc3ccc(Cl)c(Cl)c3)CC[C@H]21	20	0.8	-8	10	0.0	3	-4	-5
O=[N+]([O-])c1ccc(Cl)cc1N1CCCCC1	-8	-0.7	2	5	0.0	-4	-7	3
O=C(C[C@H]1CC[C@@H]2[C@H](COC[C@H](O)CN2S(=O)(=O)c2ccc(Cl)cc2)O1)NCCN1CCCCC1	4	2.4	-10	.	0.0	7	8	-11
CCc1ccccc1NC(=S)N1CCNC(=O)C1CC(=O)OC (stereo not drawn)	3	0.8	1	7	0.0	5	14	0
CN1/C(=C\C(=O)c2ccco2)C(C)(C)c2ccccc21	.	-1.9	-6	0	.	1	-67	.
CCCCc1ccc(/C=C(\C#N)C(N)=S)s1	-5	-2.5	9	-9	0.0	-7	-41	8
COc1ccc2c3c([nH]c2c1)[C@H](CO)N(Cc1cc(F)ccc1F)CC31CN(C(=O)CN(C)C)C1	.	-0.7	11	.	0.1	0	5	26*
CC(C)CCNC(=O)C(=O)NCCC1=CCCCC1	-40	.	-8	1	0.0	5	5	1
COc1ccc2[nH]c3c(c2c1)CCN1C(=O)N([C@@H](C)C(=O)NCCc2ccc(OC)c(OC)c2)C(=O)[C@]31C	.	-2.2	4	11	.	10	.	6
Cc1cccc(C(=O)NC(=S)N(C)C2CCCCC2)c1	-121	1.9	.	.	0.0	-1	-10	8
CC(C)OC(=O)CSc1nc(C(C)C)nc2ccccc12	-26	-0.5	-37	-2	0.0	-6	21	0
CCCCOc1ccc(/C=C/C(=O)Nc2ccc([N+](=O)[O-])cc2C)cc1	1	.	.	-1	-0.2	.	-19	.
CCc1ccc(/C(C)=N/NC(=O)CNC(=O)/C=C/c2ccccc2OC)cc1	-8	-1.1	-8	0	0.4	2	-1	5
O=C(CCN1CCCCC1)NCC[C@H]1CC[C@H](NS(=O)(=O)c2cccc(Cl)c2)[C@@H](CO)O1	-13	-1.5	0	.	0.7	.	-3	.
COc1ccc(NC(=S)N2CCC(c3ccccc3)C2)cc1 (stereo not drawn)	-152	.	-78	-2	0.4	3	-27	2
C[C@@H]1COc2cccc(NC3CC3)c2S(=O)(=O)N1	10	1.1	0	.	-0.1	4	14	12
C[C@@H]1CN([C@H](C)CO)C(=O)c2cc(NC(=O)Cc3cn(C)c4ccccc34)ccc2O[C@H]1CN(C)Cc1ccncc1	18	2.4	.	6	0.5	-2	-10	0
CN1C[C@H]2[C@@H](c3ccccc31)[C@H](CO)N2C(=O)Nc1ccc(F)cc1	-12	-1.7	0	1	0.1	0	-6	-6
CCCCCO	.	-0.7	-86	.	.	3	8	0
Cc1ccc2nc(C)c3c(c2c1)OC(C(C)(Cl)Br)C3 (stereo not drawn)	3	1.1	21	-7	0.1	1	-9	-2
C[C@@H]1CN([C@@H](C)CO)S(=O)(=O)c2ccc(-c3ccc(C(=O)N(C)C)cc3)cc2O[C@H]1CN(C)C(=O)C1CC1	.	-1.3	-3	.	-0.3	.	4	.
Cc1ccsc1CNCC(O)c1ccccc1 (stereo not drawn)	-11	-1.3	-5	9	0.2	2	5	-2

Ordered by value in CFTR F508del cor (descending): 3 of the compounds above
Molecule | CFTR F508del cor | ARNT TACC3 PPI | ERp5 block | INS-1E GSIS act | DENV2 CPE rescue
O=C(C[C@H]1CC[C@@H]2[C@H](COC[C@H](O)CN2S(=O)(=O)c2ccc(Cl)cc2)O1)NCCN1CCCCC1 | 2.4 | . | 7 | 8 | -11
C[C@@H]1COc2cccc(NC3CC3)c2S(=O)(=O)N1 | 1.1 | . | 4 | 14 | 12
CC(C)OC(=O)CSc1nc(C(C)C)nc2ccccc12 | -0.5 | -2 | -6 | 21 | 0

Other records follow:
SMILES	PAX8 inh HTS	CFTR F508del cor	EWS-Fli block	ARNT TACC3 PPI	Xi reactivation	ERp5 block	INS-1E GSIS act	DENV2 CPE rescue
CCC(NC(=O)c1ccc(C#CC2(O)CCCCC2)cc1)C(=O)O (stereo not drawn)	6	0.5	4	40	0.0	5	2	6
Cc1cccc(NC(=S)NCCc2ccccn2)c1	-18	-0.7	1	0	0.0	-1	8	10
COc1ccc([C@@H]2CC=C(C(=O)O)[C@H](c3ccc(F)cc3)N2S(=O)(=O)c2ccccc2C)cc1	-8	0.8	7	0	0.2	1	.	-10
FC(F)Oc1ccc(/C=N/NC(=S)Nc2cc(C(F)(F)F)ccc2Cl)cc1	-5	.	.	1	-0.1	.	111*	.
O=C1C=C(c2ccc(C(=O)O)cc2)C[C@@H](c2ccc(F)cc2)C1	-174	-2.0	1	1	0.4	9	.	-6
CC(=O)Nc1ccc(NC(=O)C(C)OC(=O)C2CCCC2)cc1 (stereo not drawn)	5	-1.4	-4	3	0.0	12	7	12
Cc1cc(C)cc(NC(=O)CC2Oc3ccc(C)cc3NC2=O)c1 (stereo not drawn)	-3	-1.8	2	-13	0.0	3	33	-5
Cc1ccc(-c2nc3c(Cl)cc(C(F)(F)F)cn3c2Cc2ccsc2)cc1	-4	5.5	-18	.	0.0	-1	-18	-10
C[C@@H]1CN([C@@H](C)CO)C(=O)Cc2cc(NC(=O)CCC(F)(F)F)ccc2O[C@@H]1CN(C)C(=O)Nc1ccc2c(c1)OCO2	-28	1.1	-8	1	0.1	-1	2	-1
CCCCNS(=O)(=O)c1ccc(NC(=O)C2c3ccccc3Oc3ccccc32)cc1	13	.	16	1	0.3	-7	5	-1
COc1ccccc1NC(=O)N1CCC(NC(=O)C2CCCCC2)CC1	-6	0.1	-1	4	1.0	-7	2	-1
C[C@@H]1CCCCO[C@H](CN(C)Cc2ccc3c(c2)OCO3)[C@@H](C)CN([C@@H](C)CO)C(=O)c2cc(NC(=O)Nc3ccc(F)cc3)ccc2O1	48	1.0	-2	15	-0.6	7	-13	-10
COc1ccc(NC(=O)Nc2ccc3c(c2)C(=O)N([C@@H](C)CO)C[C@H](C)[C@H](CN(C)C(=O)NC2CCCCC2)OCCCC[C@H](C)O3)cc1	30	-0.1	10	12	0.5	0	-10	7
COc1cc(C(=O)OCCCN(C)C)cc(OC)c1OC	13	1.8	9	-3	0.0	2	7	-2
O=C(NCC[C@H]1CC[C@H](NS(=O)(=O)Cc2ccccc2)[C@@H](CO)O1)C1CCCC1	5	0.1	5	-1	0.0	0	8	-6
CCOC(=O)C1(C)CCCN(C(=O)c2c(F)ccc(C)c2F)C1 (stereo not drawn)	-23	-0.9	-2	.	0.0	-9	.	3
Cc1nnsc1C(=O)N/N=C/c1ccccc1	5	2.2	11	.	0.0	3	25	1
CCOC(=O)CSc1nc2c(sc3ccc([N+](=O)[O-])cc32)c(=O)n1Cc1ccco1	-8	.	.	-4	0.0	.	-22	.
CCOc1ccc2nc(N/C(N)=N/C(=S)Nc3cccc(C)c3)nc(C)c2c1	.	4.5	-5	-2	.	-1	5	4
COC(=O)c1ccc(C2c3c(oc4ccc(Cl)cc4c3=O)C(=O)N2CCN2CCOCC2)cc1 (stereo not drawn)	10	-1.0	-8	8	0.1	5	-1	-4
Brc1ccc(CNCC2CCCO2)cc1 (stereo not drawn)	-17	1.4	5	-9	0.1	2	1	1
COc1cccc(OCC(=O)NC2CCS(=O)(=O)C2)c1 (stereo not drawn)	11	2.2	-8	-7	0.0	5	-5	10
COc1ccc(OC)c2c1cc(C(=O)N[C@H](C(=O)N1CCC(C(=O)O)CC1)C(C)C)n2C	-9	-1.1	2	2	0.0	1	-5	3
CN(C)c1ccc(C(=O)NCC(c2cccs2)N2CCOCC2)cc1 (stereo not drawn)	-6	3.7	-8	4	0.0	5	8	9
COc1ccc([C@H]2CC(=O)C=C(C#CC(C)(C)C)C2)cc1	-13	-1.8	-7	1	0.0	-1	.	3
O=C(Cn1[nH]c(=O)c2ccccc2c1=O)OCC(=O)c1ccc(F)cc1	-2	1.4	0	2	0.1	-10	53*	?
COc1ccc(NC(=O)CNc2cc(S(=O)(=O)N3CCOCC3)ccc2NCC2CCCO2)cc1 (stereo not drawn)	-14	1.6	-6	4	0.0	1	0	-1
CN1C(c2ccc(F)cc2)=CS/C1=C(\C#N)c1nnc2n1-c1ccccc1SC2	.	2.8	0	-2	.	5	6	-6

Screens deposited in PubChem by Broad Institute.
